From PubChem BioAssay
PLCg1 inh: inhibitors of human phospholipase C gamma1. P19174. purified PLC-gamma1, fluorogenic substrate, fluorescence. inhibition, % at 12.2 µM. hit rate 0.84% among 370,000; in the data active = inhibition above about 9.5%
PLC-beta3 inh: PLC-beta3 (human) inhibition, primary screen | Q01970 | Purified PLC-beta3, fluorogenic substrate, fluorescence | inhibition, % at 12.2 µM | hit rate 0.18% among 370,000 | AID 720704; in the data active = inhibition above about 11%;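 note: 0% = median of compound wells on plate and 100% = full blocker control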
MBD2 inh: inhibitors of human MBD2 binding to methylated oligonucleotide. Q9UBB5. TR-FRET. inhibition, % at 4.4 µM. hit rate 0.31% among 370,000. AID 686964; in the data active = inhibition above about 13%
Target sequence (Q9UBB5 whole entry, looked up): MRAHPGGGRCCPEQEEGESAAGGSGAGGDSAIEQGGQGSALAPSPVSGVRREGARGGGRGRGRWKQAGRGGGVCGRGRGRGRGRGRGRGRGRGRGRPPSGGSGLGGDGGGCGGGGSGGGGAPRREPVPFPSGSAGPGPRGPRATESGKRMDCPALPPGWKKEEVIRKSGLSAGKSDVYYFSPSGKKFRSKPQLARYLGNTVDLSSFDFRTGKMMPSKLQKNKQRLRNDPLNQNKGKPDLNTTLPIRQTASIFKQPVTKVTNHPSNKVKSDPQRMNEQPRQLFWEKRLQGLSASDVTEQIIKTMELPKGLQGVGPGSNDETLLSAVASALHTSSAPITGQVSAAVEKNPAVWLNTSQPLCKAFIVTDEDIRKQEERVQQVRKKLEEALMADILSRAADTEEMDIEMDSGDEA
hgDAF-12 ag: hgDAF-12 agonism, primary luciferase screen. HEK293 GAL4-hgDAF12 UAS-luciferase reporter, agonist luminescence; normalized to butyrate control. activation, % at 6.8 µM. hit rate 1.8% among 370,000. AID 687014;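 active = activation above a cutoff set at the mean of all screened compounds plus 3 SD, cut at about 10% in these data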;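 note: 0% = DMSO wells and 100% = sodium butyrate wells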
DAX1 inh-1: inhibitors of DAX1 repression of SF-1 activated StAR promoter; inhibition, % at 6.8 µM; hit rate 1.1% among 370,000; HEK293T StAR-luciferase reporter, SF-1/DAX-1 repression relief; AID 652010;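 active = inhibition above the mean over all tested compounds plus 3 SD, cut at about 3.6% in these data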;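 note: 0% = DAX-1 cells with DMSO and 100% = cells lacking DAX-1 with DMSO; higher inhibition means more luminescence from relief of DAX-1 repression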
NR1D1 modulator: modulators of human Rev-erb alpha DNA binding; Rev-erbα–FITC-DNA binding, fluorescence polarization, 90 min; AID 1259318; hit rate 0.79% among 370,000; activity, % at 10 µM; P20393;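 active = activity above about 14%, limit read from the data; passing the limit was not always enough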;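 note: 0% = DMSO wells with 35 nM protein and 100% = DMSO wells with 750 nM protein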
DAX1 inh-2: inhibitors of human orphan nuclear receptor DAX1 (NR0B1); P51843; HEK293 Gal4-DAX1 luciferase reporter, luminescence; inhibition, % at 6.75 µM; hit rate 0.99% among 340,000; AID 504766;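 active = inhibition above the mean over all tested compounds plus 3 SD, cut at about 4.2% in these data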;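 note: 0% = DAX1-transfected cells with DMSO and 100% = empty-vector control cells with DMSO; inhibition shows as a rise in luminescence from relieved DAX1 repression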
hcDAF-12 act: activates DAF-12 receptor from parasite H. contortus. HEK293 hcDAF-12 lit1-tk-luc reporter, luminescence; 0% DMSO, 100% Δ7-dafachronic acid. activation, % at 6.8 µM. hit rate 1.4% among 370,000;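 active = activation above the mean of all tested compounds plus 3 SD, cut at about 5.5% in these data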;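 note: 100% = response to 3 µM Δ7-dafachronic acid high control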
SMARCA2 activ: SMARCA2 function activation, primary screen. hit rate 1% among 370,000. activation, % at 9.1 µM. AID 652017. MG213 cells, MMTV-luciferase reporter, dexamethasone, overnight; in the data active = activation above about 7.8%;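 note: 0% = vehicle wells and 100% = reference activator wells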
ssDAF-12 act: S. stercoralis DAF-12 activation, primary screen; AID 652126; activation, % at 6.8 µM; HEK293 ssDAF-12/GRIP1 lit1-tk-luc reporter, luminescence; % of 3 µM dafachronic acid response; hit rate 1% among 370,000;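 active = activation above the mean over all tested compounds plus 3 SD, cut at about 0.9% in these data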;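 note: 0% = DMSO-only wells and 100% = 3 µM delta7-dafachronic acid wells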
ADAM17 inh: ADAM17 inhibition, QFRET primary screen; P78536; recombinant ADAM17, EDANS/DABCYL FRET peptide cleavage; inhibition, % at 6.95 µM; hit rate 0.83% among 370,000; AID 720648;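 active = inhibition above the mean of compounds lying between control limits plus 3 SD, set per campaign, cut at about 8.5% in these data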;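 note: 0% = DMSO-only wells as the low control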
Target sequence (P78536 215-824 limits assumed): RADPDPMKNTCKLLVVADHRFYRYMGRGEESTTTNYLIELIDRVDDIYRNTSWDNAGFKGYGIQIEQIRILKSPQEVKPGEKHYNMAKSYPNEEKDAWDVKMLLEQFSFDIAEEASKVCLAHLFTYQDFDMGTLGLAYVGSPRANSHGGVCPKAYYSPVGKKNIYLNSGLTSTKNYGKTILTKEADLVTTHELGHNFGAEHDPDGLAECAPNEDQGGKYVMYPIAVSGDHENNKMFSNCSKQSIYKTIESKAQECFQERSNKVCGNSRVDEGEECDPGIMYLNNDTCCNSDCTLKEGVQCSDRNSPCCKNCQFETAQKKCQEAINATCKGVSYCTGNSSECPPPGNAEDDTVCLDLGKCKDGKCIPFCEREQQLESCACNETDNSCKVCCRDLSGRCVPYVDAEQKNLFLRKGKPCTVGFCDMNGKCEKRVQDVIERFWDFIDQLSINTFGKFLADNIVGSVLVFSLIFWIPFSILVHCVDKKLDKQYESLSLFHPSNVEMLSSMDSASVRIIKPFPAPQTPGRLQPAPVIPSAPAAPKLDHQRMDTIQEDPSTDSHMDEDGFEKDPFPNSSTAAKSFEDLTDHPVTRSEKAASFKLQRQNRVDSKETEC
Active calls of the source: *; nt = not tested or not shown.

SMILES	PLCg1 inh	PLC-beta3 inh	MBD2 inh	hgDAF-12 ag	DAX1 inh-1	NR1D1 modulator	DAX1 inh-2	hcDAF-12 act	SMARCA2 activ	ssDAF-12 act	ADAM17 inh
O=[N+]([O-])c1cccc(C=NNC(=S)NC23CC4CC(CC(C4)C2)C3)c1	1	0	1	0.9	-1.4	-1	2.8	-1.2	0	-0.9	3
CN(C(=O)COC(=O)CCC1CCCCC1)c1c(N)n(Cc2ccccc2)c(=O)[nH]c1=O	5	-9	3	-1.1	-0.5	-5	0.3	-0.3	-1	-0.4	-2
Cc1c(NC(=O)c2ccc(NS(=O)(=O)c3cccc([N+](=O)[O-])c3)cc2)c(=O)n(-c2ccccc2)n1C	1	-7	0	-1.1	1.1	-1	0.5	-0.5	-3	-1.1	-3
CCc1c(OC(C)=O)c2ccccc2n(C)c1=O	0	-2	1	-4.4	-0.1	4	-0.2	-0.5	-1	-1.6	0
CC1CCN(CCn2c(=S)[nH]c3cc4c(cc3c2=O)OCO4)CC1	2	-3	-1	0.0	-0.1	1	-0.6	-0.2	0	-1.6	2
Cc1cc(F)ccc1NC(=O)c1cnccn1	0	-5	2	1.1	-0.1	2	-0.3	-0.6	-6	-1.8	-3
O=C(COC(=O)c1cncc(Br)c1)NCC1CCCO1 (stereo not given)	-9	-9	-10	-1.1	0.4	-7	1.3	0.8	-4	-0.7	-8
CSCCC(NS(=O)(=O)c1ccc(Cl)cc1)C(=O)OCC(=O)c1ccc(F)cc1 (stereo not given)	5	12*	1	1.9	0.3	-4	-1.1	0.1	-2	-1.3	5
COc1ccc(OC)c(C2c3c(oc4ccccc4c3=O)C(=O)N2CCCN(C)C)c1 (stereo not given)	-14	-14	1	-1.3	1.2	-4	-0.6	-0.8	7	-1.4	0
Cc1ccc(-c2nc(CS(=O)(=O)CC(=O)N3CCc4ccccc4C3)c(C)o2)cc1	-1	-1	-3	0.2	-0.7	-5	2.3	-2.1	-1	-1.5	-4
CCOc1ccccc1N(CC(=O)NC1CCCCC1)S(=O)(=O)c1ccccc1	0	-7	-2	-0.6	0.0	3	0.0	-1.0	-3	-1.2	-2
CCOC(=O)COc1ccccc1/C=C1/NC(=O)NC1=O	2	0	-1	-1.3	-0.2	3	-0.2	1.1	-3	-1.3	2
CCOC(=O)c1cnc2ccccc2c1NCCO	-1	3	3	-0.4	-0.3	3	-0.6	-1.6	0	-1.0	-5
CC(Sc1ncnc2sc(-c3ccccc3)cc12)C(=O)NCC1CCCO1 (stereo not given)	-4	-3	1	-7.3	-3.5	-4	-2.3	-3.6	-1	-1.6	-6
CCN(CC)Cc1c(C(=O)N/N=C/c2cccs2)nnn1-c1nonc1N	3	-3	1	-0.7	0.0	-5	1.8	-0.9	0	-1.3	-3
O=C(N/C(=C/c1cccnc1)C(=O)N1CCOCC1)c1ccccc1Cl	-2	3	-1	-3.8	-0.1	3	0.6	0.9	-2	0.2	-5
O=C1C(Cl)=C(N2CCOCC2)C(=O)N1c1ccccc1F	-2	-6	8	-0.5	0.0	7	0.0	1.0	-2	-1.0	-4
CCn1c(SCC(=O)c2ccc(Br)cc2)nnc1C(C)NC(=O)Cc1ccc(OC)cc1 (stereo not given)	1	3	-2	0.2	0.0	-1	-0.5	-1.3	3	-1.7	-1
COc1cnc(-c2ccccn2)nc1Sc1ccc(C)cc1	-1	-3	3	-4.8	-1.5	-5	-2.4	-2.5	-4	-2.1	-1
Cc1ccc(C2=NS(=O)(=O)N(C)C(C(=O)N3CCOCC3)=C2)cc1	-16	-21	-1	1.2	0.7	-4	0.6	0.5	1	-1.3	-7
O=C(NCc1ccccc1Cl)C1CCCN1S(=O)(=O)c1ccccc1F (stereo not given)	4	-1	2	0.1	0.2	-5	-0.3	-1.8	-4	-0.4	-1
COC(=O)c1ccccc1C(=O)N(Cc1cccnc1)CC1CCCN(C2CCCCC2)C1 (stereo not given)	0	-7	5	4.7	0.1	-1	0.7	1.2	0	-0.8	-3
N#Cc1sc2nc(-c3cccs3)cc(-c3ccc(F)cc3)c2c1N	-289	-337	4	-2.4	-0.4	3	0.8	0.1	3	-1.0	-35
O=C(c1cccc(F)c1)N1CCN(C(=O)c2cc3nc(-c4ccco4)cc(C(F)(F)F)n3n2)CC1	-125	-166	0	2.3	-0.1	11	-1.5	-1.1	0	-0.4	-22
CCOC(=O)COc1ccc2c(c1)c(C(C)=O)c(C)n2-c1ccc(OC)cc1	1	-13	-5	3.7	0.8	4	-1.5	-0.4	0	-1.3	7
O=C(Cc1c(F)cccc1Cl)NNC(=O)c1ccncc1	0	-4	3	-0.3	-0.6	-7	0.1	0.8	-1	-1.4	0
N#Cc1ccc(-c2nc3ccc(Br)cc3c(=O)n2O)cc1	-1	-11	8	-1.1	-0.1	1	2.5	-1.5	-1	-1.1	-1
CC(C)CN1CCC(=O)N(CCC#N)CC1	0	0	0	0.6	0.1	-2	2.5	0.8	3	-1.2	-2
COc1ccc2cc(C[C@@H]3CC[C@@H](CO)O3)ccc2c1	-1	-2	3	15*	5.0*	1	2.3	3.9	1	0.1	-4
Cc1cc(C(=O)N/N=C/C(Cl)=C/c2ccccc2)c(C)o1	-3	-8	-1	3.4	-0.3	-3	1.9	2.3	3	-0.7	2
O=C(OCC(=O)N1CCCC1)c1cc([N+](=O)[O-])ccc1Cl	1	-2	3	-2.8	-0.4	5	-0.4	-1.6	0	-1.1	-2
COC(=O)CCC(=O)N1CCc2cc(S(=O)(=O)N3CCN(c4ccccc4Cl)CC3)ccc21	2	2	-1	-1.2	0.7	4	0.5	-1.4	2	-1.3	0
Cc1cc(C(=O)NC2CCCc3c2cnn3-c2ccccc2F)nc(C)n1 (stereo not given)	7	-4	2	1.5	-1.9	-7	0.1	-1.1	-4	-1.4	7
CCOC(=O)c1ccc(NC(=O)CSC(=S)N2CCOCC2)cc1	-1	-1	-4	1.6	-0.3	-3	0.4	-0.7	1	-1.6	1
COc1ccccc1Nc1nc2ccc(C)cc2n2cnnc12	-19	-33	-3	3.6	0.1	-3	0.5	1.9	2	-0.6	0
O=C(O)Cn1c(SCCOc2ccccc2F)nc2ccccc21	8	0	-3	-0.3	-0.2	0	1.1	-0.6	0	-1.5	2
Cc1ccc(S(=O)(=O)N2CCC(C(=O)NCCC3=CCCCC3)CC2)cc1C	2	-3	-1	3.7	0.8	0	0.2	-0.7	-1	-1.0	1
CCOc1ccc(NS(=O)(=O)c2ccc3c(c2)CCN3C(=O)C2CCC2)cc1	1	1	1	3.6	-0.5	-2	-0.9	-1.4	0	-1.4	-1
COc1ccccc1NC(=O)CSc1nncn1N	0	-8	0	-1.8	0.1	5	1.3	-1.5	0	-1.1	-5
COC(=O)C1=C(C)N(Cc2ccc(F)cc2)C(=S)NC1c1cccc(OC)c1 (stereo not given)	3	-8	7	-4.6	-0.1	1	nt	-0.4	8.6*	-1.7	3
CC(=O)c1ccc(NC(=S)N2CCN(c3cccc(Cl)c3)CC2)cc1	-1	3	-1	-1.2	-0.3	17	0.5	0.2	-1	-1.3	-1
CCCCCC(=O)Nc1ccc(C(=O)CN2C(=O)NC3(CCCCCC3)C2=O)cc1	4	-6	4	-3.0	1.6	-3	-1.1	-1.5	-3	-0.8	-3
O=C(CCn1c(=O)c2cccn2c2cccnc21)NCc1cccc(Cl)c1	1	5	-2	-0.8	-1.9	64*	0.8	-0.3	3	-1.3	-5
CCOC(=O)/C(C#N)=C/c1c(N2CCN(c3ccc(OC)cc3)CC2)nc2c(C)cccn2c1=O	-8	-16	0	1.6	0.0	1	0.4	1.6	-1	-0.7	-4
OC(c1ccc(F)cc1)c1nc(-c2cccc(F)c2)cs1 (stereo not given)	-3	1	0	9.6	0.5	7	nt	0.6	-1	-0.5	2
O=C(NCc1ccc2c(c1)OCO2)C1CCC(CNS(=O)(=O)c2ccc(Cl)cc2)CC1 (stereo not given)	-5	3	20*	0.2	-0.5	-6	-1.0	-2.4	-1	-2.0	0
Cc1ccc(C(=O)NNC2=NC(C)(C)Cc3ccccc32)cc1	1	-1	-2	-2.0	-0.8	-3	-2.4	1.6	-4	-1.3	-3
c1ccc(N2CCN(Cc3cn4cccnc4n3)CC2)cc1	-11	-11	-7	-1.5	0.0	-1	1.0	1.8	-1	-0.2	-9
O=S(=O)(NC1CCCCCCC1)c1ccccc1	-3	-6	-5	-0.1	-0.1	-2	0.2	-1.4	-4	-1.0	-3
CCOC(=O)c1ccc(NC(=O)COC(=O)c2cccc(Oc3ccccc3)c2)cc1	-2	0	-3	-0.5	-0.2	3	0.5	-1.6	-1	-1.1	13*

Part of the list above, reformatted.
> O=S(=O)(NC1CCCCCCC1)c1ccccc1
- PLCg1 inh: -3
- PLC-beta3 inh: -6
- MBD2 inh: -5
- hgDAF-12 ag: -0.1
- DAX1 inh-1: -0.1
- NR1D1 modulator: -2
- DAX1 inh-2: 0.2
- hcDAF-12 act: -1.4
- SMARCA2 activ: -4
- ssDAF-12 act: -1.0
- ADAM17 inh: -3
> CCOC(=O)c1ccc(NC(=O)COC(=O)c2cccc(Oc3ccccc3)c2)cc1
- PLCg1 inh: -2
- PLC-beta3 inh: 0
- MBD2 inh: -3
- hgDAF-12 ag: -0.5
- DAX1 inh-1: -0.2
- NR1D1 modulator: 3
- DAX1 inh-2: 0.5
- hcDAF-12 act: -1.6
- SMARCA2 activ: -1
- ssDAF-12 act: -1.1
- ADAM17 inh: 13*

New compounds follow.
SMILES	PLCg1 inh	PLC-beta3 inh	MBD2 inh	hgDAF-12 ag	DAX1 inh-1	NR1D1 modulator	DAX1 inh-2	hcDAF-12 act	SMARCA2 activ	ssDAF-12 act	ADAM17 inh
O=C(CSc1nncs1)Nc1ccc(Cl)cc1C(F)(F)F	7	-4	3	-0.3	2.3	-3	0.5	0.8	-3	-0.4	1
O=C(NC1CCCC1)C(c1ccccc1)N(C(=O)c1ccco1)C1CCCC1 (stereo not given)	9.9*	-3	-3	0.5	-0.1	-3	-0.8	-2.1	-4	-1.6	-1
CCOC(=O)C1CCCN(C(=O)COc2ccc(N(C)S(=O)(=O)c3ccc(C)cc3)cc2)C1 (stereo not given)	1	-8	-2	0.8	-0.4	1	-0.3	-2.5	-1	-1.8	-2
CN(C)c1ccc(C2NC(=O)c3ccccc3N2)cc1 (stereo not given)	-21	-31	-2	14*	2.0	-2	1.9	8.1*	4	0.7	-14
CCOC(=O)CN1C(=O)C(=O)c2cc(C)ccc21	-2	4	-13	0.1	-0.2	3	0.7	-1.4	0	-1.5	-2
O=C(NC1CCN(C(=S)NCc2ccco2)CC1)c1ccc(F)cc1	-1	-3	5	-2.6	-0.8	-1	0.0	0.0	-1	-1.0	-6
Nc1c(C(=O)NCc2ccco2)nnn1CC(=O)Nc1ccccc1	3	0	5	-0.6	-0.1	-3	-0.6	0.2	-3	-0.9	-3
O=C(Nc1ccc(N2CCCC2)cc1)c1ccc2ccccc2c1	-9	-16	-1	16*	3.0	1	1.4	1.8	6	0.3	1
CC(OC(=O)C1=COCCO1)C(=O)c1ccc(C(C)(C)C)cc1 (stereo not given)	0	1	0	-1.9	-2.0	-4	-0.7	-2.1	5	-1.4	0
CC1CC(C)CN(C(=O)COC(=O)c2cccc([N+](=O)[O-])c2)C1 (stereo not given)	-1	-5	0	-1.9	-0.1	-6	-0.3	1.2	4	-1.5	-3
